# PLAP inhibition: PLAP enzyme inhibitors, biochemical, luminescence, HTS (AID 690) | purified PLAP, luminescent substrate; higher % means a stronger effect | actives 0.08% (n = 96,000) | inhibition, % at 20 µM; hits with a dose series show IC50 in µM | Alkaline phosphatase, placental type (Homo sapiens); in the data active = a potency from the dose series; inactive = the rest, 99 in 100 with inhibition below about 30%; note: strong numbers were not always called active
# Bcl-B displacement: displacers of TR3 peptide from Bcl-B, primary screen, selectivity assay for Bfl-1 inhibitor project, biochemical, fluorescence polarization; one-dose displacement, % at 20 µM; IC50 in µM for titrated hits; AID 748, 2007; FP displacement of FITC-TR3 peptide from Bcl-B; higher % means a stronger effect; actives 0.11% (n = 96,000); Bcl-2-like protein 10 (Homo sapiens);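 active = displacement above 50% at 20 µM plus a fluorescence interference ratio under 1.5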;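 note: plate controls were wells without compound for no effect and wells lacking Bcl-B protein for full effect; a part of the inactive calls stands beside numbers as strong as those of hits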
# IL1B NFkB pot: enhancers of NFkB p65 translocation in HUVEC – imaging, IL-1B stimulus, high-content imaging, primary screen. HUVEC IL-1B NFkB p65 nuclear translocation imaging. activation, % at 2 µM. actives 0.3% (n = 94,000). AID 819, 2007;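 active = activation above 40%, about the mean plus 3 SD, also judged a hit on visual image review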;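 note: percent activation is computed from the nuclear over cytoplasmic p65 intensity ratio; values of inactives mirror those of a sister screen read the other way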
# MRP resist rev: reversal of MRP1-mediated doxorubicin resistance, primary screen, H69AR cells, doxorubicin co-treatment. H69AR cells + 2 uM doxorubicin, CellTiter-Glo, 72 h. differential viability (reversal), % at 10 µM. actives 0.04% (n = 85,000);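 active = viability drop by adding the cancer drug above about 55%, with treated viability meeting a 40% cutoff, limit read from the data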;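 note: viability without doxorubicin minus viability with 2 µM doxorubicin for each compound; larger differential means the compound sensitizes cells more to doxorubicin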
# IL1B NFkB inh: inhibitors of IL-1B driven NFkB p65 nuclear import, primary screen, imaging, HUVEC, IL-1B stimulus, high-content imaging. HUVEC IL-1B NFkB p65 nuclear translocation imaging. inhibition, % at 2 µM. actives 0.43% (n = 94,000). AID 796, 2007;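 active = inhibition above about 30% together with a positive call from visual inspection of the well image, limit read from the data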;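 note: nuclear over cytoplasmic p65 intensity ratio measured by imaging; 0% = IL-1B stimulated DMSO wells and 100% = unstimulated DMSO wells; values of inactives mirror those of a sister screen read the other way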
# MRP resist rev cytotoxicity: also measured in MRP resist rev; calls as there; viability, %; H69AR cells, CellTiter-Glo, 72 h; measured here: cytotoxicity without doxorubicin
# MRP resist rev with doxorubicin: recorded beside MRP resist rev, whose call it bears; viability, %; measured here: viability with 2 uM doxorubicin; hits give low values
# IL1B NFkB inh cell count 2 µM: recorded beside IL1B NFkB inh, whose call it bears; cell count; measured here: cells passing quality filter;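 raw number of nuclei counted in each imaged well without normalization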
# IL1B NFkB pot cell count 2 µM: further read-out of IL1B NFkB pot, marked with its call; cell count; measured here: cells passing quality filter
# Active calls of the source: *; x = no result given.
cpd	structure	IL1B NFkB pot	IL1B NFkB inh	MRP resist rev cytotoxicity	IL1B NFkB pot cell count 2 µM	MRP resist rev	MRP resist rev with doxorubicin	Bcl-B displacement	PLAP inhibition	IL1B NFkB inh cell count 2 µM
1	COc1cc(/C=N/NC(=O)Cn2nc([N+](=O)[O-])cc2C)cc(Br)c1OCc1ccccc1	8.6	-8.6	96.9	73	9.4	87.5	-7.0%	-67.5%	73
2	Cc1ccc(S(=O)(=O)Oc2ccccc2/C=N/NC(N)=S)cc1	0.6	-0.6	x	136	x	x	-2.5%	17.4%	136
3	Cn1c(=O)n(C)c2cc([N+](=O)[O-])c(N3CCN(S(=O)(=O)c4ccc(C(C)(C)C)cc4)CC3)cc21	-4.9	4.9	x	127	x	x	8.5%	-19.5%	127
4	NC(=O)C(c1ccc(Cl)cc1)c1ccc(Sc2ccc(Cl)cc2)nn1 (configuration not stated)	x	x	97.7	x	-9.1	106.8	-11.2%	-1.9%	x
5	Cc1sc(NC(=O)CSc2ncn(-c3ccccc3)n2)nc1-c1ccccc1	-2.7	2.7	45.7	120	-35.9	81.6	x	x	120
6	COc1ccc(-n2ncc3c(NCCCn4ccnc4)ncnc32)cc1	-2.8	2.8	88.3	123	-8.0	96.2	0.3%	x	123
7	CON/C=C(\C=Nc1ccc(Cl)cc1)c1ncc(C(F)(F)F)cc1Cl	2.8	-2.8	x	122	x	x	3.4%	17.2%	122
8	CC(C)COC(=O)c1ccc(NC(=O)C2C3CCC(C3)C2C(=O)O)cc1 (configuration not stated)	12.0	-12.0	108.1	128	20.4	87.6	0.0%	-1.6%	128
9	Cc1cc(NC(=O)CCC(=O)N(c2ccccc2)C(C(=O)NC2CCCCC2)c2cccs2)no1 (configuration not stated)	7.1	-7.1	86.0	155	48.1	37.9	x	x	155
10	COc1ccc(C(=O)c2sc(Nc3ccccc3)c(C(=O)Nc3ccc(OC)c(OC)c3)c2N)cc1	-2.3	2.3	x	166	x	x	-3.3%	-22.8%	166
11	O=C(NCCO)c1scc2c1OCCO2	-4.7	4.7	99.6	146	-2.7	102.3	-7.6%	0.8%	146
12	CCOc1ccccc1C1C(C#N)=C(N)SC(N)=C1C#N	10.3	-10.4	75.1	125	-4.8	79.9	-33.6%	-9.1%	125
13	Cc1cc(C)c2c(-n3cccc3)c(NC(=O)OC(C)C)sc2n1	5.6	-5.6	x	180	x	x	-0.2%	-7.2%	180
14	CC(C)(C)n1nc2c(c1NC(=O)c1ccc(Br)cc1)CS(=O)C2 (configuration not stated)	1.6	-1.6	103.4	137	5.9	97.5	3.4%	-37.7%	137
15	CCOC(=O)c1ccc(N2C(=O)C3CC=CCC3C2=O)cc1 (configuration not stated)	7.0	-7.0	92.9	153	4.5	88.4	5.6%	4.5%	153
16	COC(=O)c1sccc1NC(=O)c1cc(-c2cc(C)ccc2C)nc2ccccc12	-5.8	5.8	x	97	x	x	-6.9%	-14.8%	97
17	FC(F)(F)c1cccc(N2CCN(Cc3ccoc3)CC2)c1	17.0	-17.0	92.1	134	3.0	89.1	-4.9%	-32.7%	134
18	CSc1nc(N2CCOCC2)c2c(c1C#N)CCCCC2	8.8	-8.8	107.1	168	5.9	101.2	-1.7%	4.4%	168
19	Cc1ccc(C(c2nnnn2C2CCCCC2)N(C)C2CCCCC2)cc1 (configuration not stated)	12.5	-12.5	62.7	177	-1.4	64.1	0.9%	13.0%	177
20	CC(C)(C)NC(=O)Cn1nnc(-c2ccc(Cl)cc2)n1	-8.9	8.9	89.0	169	1.8	87.2	0.1%	2.4%	169
21	O=C(CS(=O)(=O)Cc1ccccc1)NCC1CCCO1 (configuration not stated)	1.8	-1.8	98.0	173	-1.8	99.8	-4.3%	-2.0%	173
22	CN(CC(=O)N1CCc2ccccc21)S(=O)(=O)c1cccc2cccnc12	11.8	-11.8	87.3	200	-8.0	95.3	-4.3%	5.7%	200
23	CCn1c(CS(=O)Cc2ccc(Cl)cc2Cl)nnc1SCc1c(Cl)cccc1Cl (configuration not stated)	11.2	-11.2	x	111	x	x	1.1%	10.0%	111
24	COc1ccc(N/C=C2/CCCCC2=O)cc1	-1.7	1.7	76.1	142	-16.1	92.2	11.6%	-58.5%	142
25	O=C(Nc1ccc(S(=O)(=O)N2CCc3ccccc32)cc1)c1ccco1	17.1	-17.1	78.1	126	-10.2	88.3	-0.8%	1.6%	126
26	Fc1ccc(-c2cc(C(F)(F)F)nc(-n3cncn3)n2)cc1	12.2	-12.2	92.7	103	12.3	80.3	-3.8%	-14.0%	103
27	Cc1ccc(C)c(C(=O)C(C)OC(=O)c2cccn2C)c1 (configuration not stated)	13.4	-13.4	99.2	132	8.6	90.6	-3.3%	28.0%	132
28	Cc1[nH]c(=O)[nH]c(=O)c1/C=N/NC(=O)[C@H](CC(C)C)NC(=O)OC(C)(C)C	5.6	-5.6	x	120	x	x	-1.8%	-60.5%	120
29	O=C(COC(=O)CCC(=O)Nc1nccs1)NCc1ccco1	19.7	-19.7	96.1	187	1.9	94.2	-11.2%	-10.8%	187
30	COc1ccc(F)c(C2C(C#N)=C(N)Oc3n[nH]c(C(C)(C)C)c32)c1 (configuration not stated)	16.2	-16.2	72.1	111	-23.1	95.3	0.1%	1.0%	111
31	CCc1nc2c3cnn(-c4cc(Cl)ccc4C)c3ncn2n1	-5.7	5.7	85.5	80	-3.7	89.2	21.0%	-15.2%	80
32	CCOc1ccc(NC(=O)c2cc3c(C)nc4ccccc4c3o2)cc1	14.0	-14.0	29.9	72	-43.7	73.7	-11.5%	-31.0%	72
33	COc1cc(/C=c2\s/c(=C(/C#N)C(=O)N3CCCC3)n(-c3ccccc3)c2=O)ccc1O	-3.1	3.1	10.4	138	-10.0	20.4	-126.0%	30.6%	138
34	Cc1ccccc1C(=O)NNC(=O)c1ccc(F)cc1	16.6	-16.6	x	188	x	x	1.0%	-3.1%	188
35	Cc1ccc(OCCCn2ccnc2)cc1C	2.4	-2.4	91.6	185	3.4	88.2	12.4%	16.3%	185
36	Cc1ccc(NC2=NCCC2)cc1Cl	4.6	-4.6	104.0	134	3.7	100.3	x	x	134
37	Cc1cccc(OCCCC(=O)N2CCCc3ccccc32)c1C	1.8	-1.8	48.8	41	-21.1	69.9	0.5%	-17.7%	41
38	COc1cccc(NC(=O)CCN2CCC(C(N)=O)CC2)c1	x	x	75.9	x	-6.7	82.5	6.5%	14.3%	x
39	O=C(O)Cc1ccc(NC(=O)C2CC=CCC2C(=O)O)cc1 (configuration not stated)	0.5	-0.5	97.4	173	5.3	92.1	41.8%	4.9%	173
40	Cc1ccc(C(C)C)cc1S(=O)(=O)NCc1cccnc1	-14.4	14.4	85.4	176	-4.8	90.2	-2.1%	-14.0%	176
41	CCCCN1C(=O)C(O)=C(C(C)=O)C1c1ccccc1 (configuration not stated)	-7.5	7.5	106.5	188	5.4	101.2	-3.2%	12.9%	188
42	O=C1C(Cl)=C(N2CCCCC2)C(=O)C(Cl)=C1c1cnc(N2CCCCC2)s1	0.0	0.0	1.6	93	0.9	0.7	x	x	93
43	Cc1ccc(Nc2ccc([N+](=O)[O-])nc2[N+](=O)[O-])cc1	5.7	-5.7	x	174	x	x	0.0%	9.6%	174
44	CC1CCCC(C)N1C(=O)CSc1nnc(-c2c[nH]c3ccccc23)o1 (configuration not stated)	-4.1	4.1	83.1	103	-4.0	87.1	-9.1%	-1.4%	103
45	COc1ccc(-c2noc(COc3ccc(Cl)c(C)c3)n2)cc1	-13.6	13.6	98.6	47	6.4	92.2	2.4%	4.5%	47

# Brought forward from above: four compounds, followed by the next part.
cpd	structure	IL1B NFkB pot	IL1B NFkB inh	MRP resist rev cytotoxicity	IL1B NFkB pot cell count 2 µM	MRP resist rev	MRP resist rev with doxorubicin	Bcl-B displacement	PLAP inhibition	IL1B NFkB inh cell count 2 µM
42	O=C1C(Cl)=C(N2CCCCC2)C(=O)C(Cl)=C1c1cnc(N2CCCCC2)s1	0.0	0.0	1.6	93	0.9	0.7	x	x	93
43	Cc1ccc(Nc2ccc([N+](=O)[O-])nc2[N+](=O)[O-])cc1	5.7	-5.7	x	174	x	x	0.0%	9.6%	174
44	CC1CCCC(C)N1C(=O)CSc1nnc(-c2c[nH]c3ccccc23)o1 (configuration not stated)	-4.1	4.1	83.1	103	-4.0	87.1	-9.1%	-1.4%	103
45	COc1ccc(-c2noc(COc3ccc(Cl)c(C)c3)n2)cc1	-13.6	13.6	98.6	47	6.4	92.2	2.4%	4.5%	47
46	CC(C)NC(=O)c1ccc(CNC(=O)OCC(F)(F)F)cc1	18.3	-18.3	91.5	163	7.5	83.9	-5.1%	-15.7%	163
47	COc1ccc(OCC(=O)N2CCN(C(=O)COc3ccccc3)CC2)cc1	0.4	-0.4	88.1	107	3.3	84.8	-4.9%	-10.6%	107
48	CC(=O)NCCn1c(SCC(=O)NCc2ccco2)nc2ccccc2c1=O	0.2	-0.2	81.1	178	-4.8	85.9	-0.6%	2.3%	178
49	Cc1cc(C(F)F)n2nc(C(=O)Nc3cccnc3Cl)nc2n1	17.9	-17.9	92.8	142	-2.5	95.3	-4.7%	-19.5%	142
50	CC(C)Cc1cc(C(=O)NCc2cccs2)no1	x	x	101.5	x	13.2	88.3	-4.5%	15.1%	x
51	COc1ccc(NC(=O)CCn2cccc2)cc1	24.1	-24.1	97.2	111	3.7	93.5	-16.7%	-6.8%	111
52	Oc1c(C(c2cccs2)N2CCN(c3cccc(Cl)c3)CC2)sc2ncnn12 (configuration not stated)	x	x	84.0	x	-22.8	106.8	1.7%	-68.4%	x
53	CC(=O)N1CC2(C)CN(C(C)=O)CC(C)(C1)C2O (configuration not stated)	4.8	-4.8	100.9	133	10.7	90.2	-3.2%	18.8%	133
54	CCOc1ccc(NC(=O)Cn2nnc(C(=O)NCCc3ccc(OC)c(OC)c3)c2N)cc1	x	x	93.8	x	2.6	91.2	2.6%	34.7%	x
55	CCOC(=O)c1ccc(CC(=O)c2oc3cc(O)ccc3c2C)o1	-4.3	4.3	92.9	169	12.1	80.9	5.5%	-17.7%	169
56	CCc1nnc(NC(=O)C2CCCN2S(=O)(=O)c2ccc(F)cc2)s1 (configuration not stated)	1.0	-1.0	92.0	119	-15.4	107.4	7.4%	3.2%	119
57	COc1cccc(-n2nc(C(=O)O)c3ccccc3c2=O)c1	x	x	88.1	x	-2.6	90.7	-1.1%	-3.5%	x
58	CC(C)C(C(=O)NCC1CCCO1)N(Cc1ccco1)C(=O)CNS(=O)(=O)c1ccccc1 (configuration not stated)	3.0	-3.0	102.8	111	16.1	86.8	2.0%	-51.5%	111
59	Cn1c(=O)n(CCc2ccccc2)c(=O)c2c1nc1n2CCCN1c1ccccc1	-0.4	0.4	51.1	179	7.2	43.9	-6.0%	9.6%	179
60	O=C(NC(Cc1ccccc1)C(=O)N1CCCC1C(=O)O)c1ccccc1 (configuration not stated)	1.3	-1.3	106.3	99	8.1	98.2	2.5%	-27.0%	99
61	CCN1C(=C2C(=O)c3ccccc3C2=O)C=Cc2ccccc21	18.5	-18.5	82.8	73	-12.7	95.6	-21.6%	46.7%	73
62	CCOC(=O)c1c(C)[nH]c(C(=O)OC)c1CCC(=O)OC	37.5	-37.5	89.0	127	-4.4	93.4	8.7%	-12.5%	127
63	Cc1n[nH]c(C)c1S(=O)(=O)N1CCC(C(=O)O)CC1	20.0	-20.0	84.3	132	-11.4	95.7	14.6%	8.3%	132
64	Cc1ccccc1NC(=O)N1C2CCCC1CC(NC(=O)C(C)(C)C)C2 (configuration not stated)	x	x	84.7	x	1.6	83.2	4.6%	-0.1%	x

# Screening data from PubChem BioAssay.

# Some of the compounds tested; the hit share may differ from the screen's.
